High-throughput results (PubChem BioAssay)
LRH-1 inv ag: LRH-1 (NR5A2) inverse agonists, primary screen, cell-based, luminescence, HEK293T, StAR-luciferase reporter | inhibition, % at 3.6 µM | 360,000 tested, 0.13% active | Nuclear receptor subfamily 5 group A member 2 (Homo sapiens), O00482 | LRH-1 transfected, 24 h | AID 602396, 2012;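 active = inhibition above the mean inhibition of all tested compounds plus 3 SD, cut at about 73% in these data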;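 note: 0% = DMSO wells and 100% = reporter-only cells lacking LRH-1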
NCOA1 inh: SRC1 coactivator transcriptional activity inhibitors, primary screen, cell-based, luminescence. Nuclear receptor coactivator 1 (Homo sapiens), Q15788. AID 588354, 2011. 360,000 tested, 0.12% active. HEK293 GAL4-SRC1 luciferase reporter. inhibition, % at 3.6 µM;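 active = inhibition above the campaign mean plus 3 SD, with each screening campaign given its own cutoff, cut at about 60% in these data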;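 note: 0% = DMSO treated cells and 100% = gossypol at 36 µM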
COUP-TFII inh: NR2F2 transcriptional activity inhibitors, primary screen, cell-based, luciferase reporter, HEK293T, luminescence; inhibition, % at 8.6 µM; HEK293T NGFI-A luciferase reporter; COUP transcription factor 2 (Homo sapiens), P24468; 370,000 tested, 0.7% active;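 active = inhibition above a per-plate cutoff, mean inhibition of test wells between control levels plus 3 SD, cut at about 38% in these data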;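 note: cells cotransfected with COUP-TFII expression vector driving the NGFI-A reporter; 0% = median of COUP-TF2 test wells and 100% = reporter-only cells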
Target sequence (P24468 whole entry, looked up): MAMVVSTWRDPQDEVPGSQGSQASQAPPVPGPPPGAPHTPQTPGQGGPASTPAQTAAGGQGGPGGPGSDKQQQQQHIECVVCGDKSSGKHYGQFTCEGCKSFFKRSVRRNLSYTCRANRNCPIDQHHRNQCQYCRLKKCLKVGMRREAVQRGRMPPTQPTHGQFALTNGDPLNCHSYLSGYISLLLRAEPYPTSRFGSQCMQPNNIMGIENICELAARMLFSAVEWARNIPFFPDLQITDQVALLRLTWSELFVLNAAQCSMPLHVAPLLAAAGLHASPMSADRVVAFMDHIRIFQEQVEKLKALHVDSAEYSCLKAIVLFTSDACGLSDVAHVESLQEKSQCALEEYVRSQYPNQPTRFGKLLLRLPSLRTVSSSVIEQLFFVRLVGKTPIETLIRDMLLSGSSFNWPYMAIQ
NCOA2 inhibitor: inhibition of GAL4-SRC2 driven luciferase reporter, primary screen, SRC2 inhibitor project, cell-based, luminescence. HEK293 GAL4-SRC2 luciferase reporter. inhibition, % at 9 µM. 370,000 tested, 0.17% active;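 active = inhibition above the mean inhibition of all tested compounds plus 3 SD, set per campaign, cut at about 52% in these data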;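 note: 0% = DMSO treated cells and 100% = cells given Gossypol at 36 µM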
MC4R antagonist: MC4R antagonists of cAMP signaling, primary screen, cell-based, TR-FRET, antagonist arm of biased-ligand search; Melanocortin receptor 4 (Homo sapiens), P32245; inhibition, % at 6.5 µM; MC4R-expressing cells, MTII-stimulated cAMP, LANCE TR-FRET; 360,000 tested, 0.48% active;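 active = inhibition above its plate's cutoff, the mean of tested wells on that plate plus 3 SD, cut at about 29% in these data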;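 note: 0% = Melanotan II alone and 100% = Melanotan II plus saturating MCL0020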
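system = U2OS cells with stable human MC4R expression | also added = Melanotan II challenge after compound preincubation | dosing = one concentration, 6.5 µM nominal | incubation = compound 30 min, challenge 1 h, detection 1 h | measured by = TR-FRET with Eu-cAMP and labeled anti-cAMP, 671 nm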
EBV LMP1 NFkB: EBV LMP1-driven NF-kappaB luciferase reporter inhibitors, primary screen, cell-based, luminescence, single point | 350,000 tested, 0.69% active | LMP1-induced NF-kappaB luciferase reporter cells | inhibition, % at 12.5 µM; in the data active = inhibition above about 41%;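 note: 0% = neutral control wells and 100% = reference inhibitor control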
NCOA3 inh: SRC3 coactivator transcriptional activity inhibitors, primary screen, cell-based, luminescence. Nuclear receptor coactivator 3 (Homo sapiens), Q9Y6Q9. HEK293 GAL4-SRC3 luciferase reporter. inhibition, % at 3.6 µM. 360,000 tested, 0.17% active. AID 588352, 2011;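 active = inhibition above a per-campaign cutoff, the mean of all compounds plus 3 SD, cut at about 60% in these data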;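 note: 0% = DMSO-treated cells and 100% = gossypol-treated cells at 36 µM; higher means less SRC3-driven luciferase light from the GAL4 reporter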
MC4R barr agon: MC4R agonists recruiting beta-arrestin, primary screen, cell-based, luminescence, agonist arm of biased-ligand search. Melanocortin receptor 4 (Homo sapiens), P32245. U2OS MC4R beta-arrestin complementation; percent of melanotan II response, DMSO zero. activation, % at 8.9 µM. 360,000 tested, 0.98% active. AID 540308, 2011;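 active = activation above a per-plate cutoff, the mean activation of sample wells on that plate plus 3 SD, cut at about 8% in these data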
NOD2 RIPK2 PPI: NOD2-RIPK2 binding disruptors in cells, primary screen, fluorescence, CHO cells, BLA complementation; Receptor-interacting serine/threonine-protein kinase 2 (Homo sapiens), O43353; CCF4 ratio; inhibition, % at 4.98 µM; 360,000 tested, 0.38% active; in the data active = inhibition above about 21%;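 note: 0% = vehicle only and 100% = reference blocker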
Target sequence (O43353 whole entry, looked up): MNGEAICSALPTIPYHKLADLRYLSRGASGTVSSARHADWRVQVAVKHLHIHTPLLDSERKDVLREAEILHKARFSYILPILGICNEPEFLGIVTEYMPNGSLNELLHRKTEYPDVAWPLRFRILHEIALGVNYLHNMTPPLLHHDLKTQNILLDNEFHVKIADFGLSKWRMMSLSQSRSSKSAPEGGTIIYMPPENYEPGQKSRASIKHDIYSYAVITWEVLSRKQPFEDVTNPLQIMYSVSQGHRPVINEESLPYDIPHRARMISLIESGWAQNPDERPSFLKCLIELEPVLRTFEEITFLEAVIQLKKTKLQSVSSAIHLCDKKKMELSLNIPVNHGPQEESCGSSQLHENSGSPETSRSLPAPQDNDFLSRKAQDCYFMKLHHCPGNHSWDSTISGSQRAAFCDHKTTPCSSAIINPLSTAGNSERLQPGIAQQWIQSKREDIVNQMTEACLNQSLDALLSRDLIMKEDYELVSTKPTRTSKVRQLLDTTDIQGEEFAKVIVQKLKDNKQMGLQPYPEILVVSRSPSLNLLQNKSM
ABHD5-PLIN5 inh: ABHD5-PLIN5 interaction inhibitors, primary screen, cell lysate, split luciferase complementation, luminescence; Perilipin-5 (Homo sapiens) + 1-acylglycerol-3-phosphate O-acyltransferase ABHD5 (Homo …; Split G. princeps luciferase complementation, 4 h; inhibition, % at 4 µM; 360,000 tested, 0.78% active;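 active = inhibition above the mean inhibition across every tested compound plus 3 SD, cut at about 22% in these data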;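 note: 0% = DMSO only wells and the 100% control is not disclosed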
TLR9-MyD88 inh: inhibitors of TLR9-MyD88 association in cells, primary screen, cell-based, CHO, BLA complementation, fluorescence; Toll-like receptor 9 (Homo sapiens) + Myeloid differentiation primary response protein …; CCF4 FRET ratio; inhibition, % at 4.98 µM; 340,000 tested, 0.21% active; AID 504734, 2011;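 active = inhibition above the mean over all tested compounds plus 3 SD, cut at about 21% in these data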;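 note: 0% = DMSO only wells and 100% = clavulanate BLA inhibitor control wells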
* hit, by the source's call; nt = not tested or not shown. A portion of the library; the hit share may differ from the screen's.

SMILES	LRH-1 inv ag	NCOA1 inh	COUP-TFII inh	NCOA2 inhibitor	MC4R antagonist	EBV LMP1 NFkB	NCOA3 inh	MC4R barr agon	NOD2 RIPK2 PPI	ABHD5-PLIN5 inh	TLR9-MyD88 inh
Cc1ccc2c(c1)NCC(C(=O)NC1CCC(C)CC1)O2 (stereo unspecified)	-46	-22	0	-19	14	8	-12	0.6	-5	8	-4
Cc1c(C)c2ccc(OCC(=O)N3CCC(C(=O)O)CC3)c(C)c2oc1=O	7	-6	3	16	7	1	10	0.2	-9	-5	-2
Cc1cc(C)c2c3c(c(-c4ccccc4)n2n1)c(=O)n(C)c(=O)n3C	9	4	-2	7	9	-17	4	1.4	-9	5	-9
CC12CCC(=O)N1C(C(=O)Nc1nc(-c3cc(F)ccc3F)cs1)CS2 (stereo unspecified)	7	17	-3	3	8	-6	-1	-3.9	-7	-3	-4
CC(C)n1nnnc1C1c2ccccc2C(=O)N1Cc1ccc(F)cc1 (stereo unspecified)	0	nt	-2	3	nt	nt	nt	nt	-12	-11	nt
Cc1ccccc1CS(=O)(=O)Cc1ccc(C(=O)NCc2ccco2)o1	5	-4	-1	2	3	-9	2	1.0	7	4	-4
COCc1c(C(=O)NCC2COc3ccccc3O2)oc2ccccc12 (stereo unspecified)	-12	-1	17	7	-1	3	-1	-0.7	0	-12	-9
S=C(NCc1ccccc1)Nc1nccs1	-8	-10	5	10	8	-8	-37	-1.3	1	-2	9
NNC(=O)c1ccc2ccccc2n1	10	-6	2	1	18	-6	5	1.4	4	0	-12
COc1ccc(C)cc1NC(=O)Nc1ccc2c(c1)CCC2	-42	-9	8	-21	-2	-6	6	4.2	12	-9	-5
Cn1c(CNC2CCCCC2)nc2ccccc21	-10	0	14	2	-4	10	5	-2.1	-7	-4	-2
C/C(=N\NC(=O)CSCc1ccccc1Cl)c1cc(O)ccc1O	-3	-33	-8	28	10	-6	1	-4.2	-10	-5	-1
COc1ccccc1N(CC(=O)NC1CCCCC1)C(=O)c1csnn1	13	-3	-2	6	1	-2	-1	-0.6	-7	1	-3
O=C(CN1CCCC1=O)NC1(C(F)(F)F)NC(=O)N(Cc2ccccc2)C1=O (stereo unspecified)	0	-1	-7	-10	-1	-4	10	-0.3	-13	-6	14
O=C(NCC1CCCO1)c1cnc(Cl)c(Cl)c1 (stereo unspecified)	-5	-5	13	-26	19	-2	5	-0.4	4	0	-1
COC(=O)[C@]12CCCCC=C1N(Cc1ccc(Cl)cc1Cl)C(=O)[C@H](CC(=O)N1CCSCC1)C2	3	nt	-4	-32	nt	nt	nt	nt	-14	-8	nt
COc1ccc([N+](=O)[O-])cc1CN1CCN(c2ncc(Cc3ccccc3)cn2)CC1	-6	nt	5	22	nt	nt	nt	nt	-7	7	nt
COc1ccc(S(=O)(=O)c2nnn(-c3cccc(Cl)c3)c2N)cc1	14	6	22	13	7	7	7	-1.9	1	5	8
CN1C(=O)c2cccc3c(S(=O)(=O)Nc4ccccn4)ccc1c23	31	-17	-77	-55	-6	-17	9	0.1	-2	1	9
COc1ccc(N2CS(=O)CC2=O)cc1 (stereo unspecified)	7	-3	-7	-1	-6	7	4	-0.9	-6	3	-5
O=C1C=C(c2ccc(Oc3ccccc3)cc2)C[C@@H](c2ccc(Cl)cc2)C1	-5	-7	-12	11	0	-2	4	-0.1	4	-5	1
CCOc1cc(S(=O)(=O)NCCc2ccc(OC)c(OC)c2)c(OCC)cc1-n1cnnn1	-5	-7	0	3	3	-10	17	-1.9	1	2	-11
O=C(NCCc1ccccc1)C1CCC(=O)N(Cc2ccc(Cl)cc2)C1 (stereo unspecified)	-4	2	0	-31	2	-6	-8	-3.5	10	1	-3
CCOc1ccc(NS(=O)(=O)c2ccc(C(=O)NCC(c3ccco3)N3CCCCC3)cc2)cc1 (stereo unspecified)	1	11	0	2	-3	-6	0	3.6	-8	-1	-3
Cc1cc(NC(=O)CN2C(=O)NC(C)(c3ccc(OC(F)F)cc3)C2=O)no1 (stereo unspecified)	-5	7	-7	-16	-2	-10	-11	0.5	-5	-1	5
SMILES	LRH-1 inv ag	NCOA1 inh	COUP-TFII inh	NCOA2 inhibitor	MC4R antagonist	EBV LMP1 NFkB	NCOA3 inh	MC4R barr agon	NOD2 RIPK2 PPI	ABHD5-PLIN5 inh	TLR9-MyD88 inh
COc1ccc(C(c2nnnn2C(C)(C)C)N2CCN(c3nc4ccccc4s3)CC2)cc1 (stereo unspecified)	3	-14	13	-5	10	1	18	-1.1	-4	1	4
O=C(Cn1c(=O)oc2cc(S(=O)(=O)N3CCCCCC3)ccc21)NC1CCCCC1	9	1	14	-20	-3	-5	-1	-0.3	2	6	-2
Clc1ccc(-c2cc(CSc3ccccc3)on2)cc1	-97	-101	-33	-61	1	-33	-81	-0.1	4	-7	0
CCCCCCNc1cc2n(c(=O)n1)CCc1cc(OC)c(OC)cc1-2	-12	-13	-22	-16	-9	9	-2	1.6	10	4	-12
N#Cc1ccccc1OCc1nnc(-c2ccccc2Br)o1	-151	-87	-40	-59	-4	-48	-104	-0.7	-5	-8	5
COc1ccc(S(=O)(=O)N2CCC(n3cnc4ccccc43)CC2)cc1	4	2	18	-3	22	5	15	-0.1	-5	2	-1
O=C(CN1C(=O)/C(=C\c2ccccc2Br)Oc2ccccc21)NCCCN1CCOCC1	-2	-7	9	-1	4	-9	5	-2.6	-5	17	-22
O=C(c1ccncc1)N1N=C2CCCCCC2C1(O)C(F)(F)F (stereo unspecified)	-10	2	10	-17	2	-1	14	0.4	-9	-5	2
CCOc1ccc(C(=O)CCC(=O)Nc2ncccc2O)cc1	-9	4	15	-30	3	3	-11	0.0	0	-9	5
CCC(C)N(C(=O)COc1ccc(NC(C)=O)cc1)C1CCS(=O)(=O)C1 (stereo unspecified)	-2	-3	9	5	17	5	-8	1.2	1	10	8
O=C(c1ccc(Br)cc1)N1CCC2(CC1)NCCc1[nH]cnc12	-6	14	10	5	7	-4	0	-0.2	-11	-2	1
CCOc1cc(CNn2cnnc2)cc(Br)c1OCC(=O)NC1CCCCC1	-7	2	-3	-3	1	-5	10	-0.8	-7	3	3
C#CCNC(=O)C1=C[C@@H](C2CCCCC2)[C@H](CCCO)[C@@H](OCC)O1	12	-5	1	-4	11	-8	-4	-0.4	0	3	0
CCCCN(CC)S(=O)(=O)c1ccc(C(=O)N(CCCN(C)C)c2nc3cc(C)cc(C)c3s2)cc1	3	-43	21	6	8	0	4	7.5	-4	10	1
COc1cc(C2C(C#N)=C(N)OC3=C2C(=O)CC(C)(C)C3)cc([N+](=O)[O-])c1O (stereo unspecified)	3	18	7	-16	3	-1	19	0.8	0	14	-2
Cc1nc(-c2ccc(NC(=O)C3CC3)cc2)cs1	-125	-66	-13	-39	1	2	-86	-1.3	-12	8	-5
O=C(NC1CC1)c1cccc(NC(=O)C2CCN(S(=O)(=O)c3ccccc3C(F)(F)F)CC2)c1	-13	-20	17	-2	8	-10	0	0.0	-2	-7	6
CN(C(=O)CN1C(=O)S/C(=C\c2ccc(Cl)cc2)C1=O)C1CCS(=O)(=O)C1 (stereo unspecified)	-6	5	12	2	10	3	1	-0.1	-4	-5	1
O=C(O)c1ccc(S(=O)(=O)NC2CCCc3ccccc32)cc1 (stereo unspecified)	0	-4	-5	-15	9	6	4	-1.8	-6	-1	-3
COC(=O)C(C)n1nnc2sc(-c3ccccc3)cc2c1=O (stereo unspecified)	-52	-51	-44	-40	12	-14	-24	-4.4	-3	0	-11
O=C(NN=Cc1ccccc1O)c1cccc([N+](=O)[O-])c1	29	20	-22	27	0	10	53	2.1	-6	-2	-2
COC(=O)c1ccc2c(=O)n(CCCCCC(=O)N3CCN(c4ccccc4)CC3)c(=O)[nH]c2c1	-2	12	18	-4	3	-1	7	0.0	-4	-1	5
COc1ccc(CCNc2oc(COc3ccc(Br)cc3)nc2C#N)cc1OC	19	2	25	18	9	0	4	1.0	16	4	-2
COc1ccc(NC(=O)CSc2nc3ccccc3c(=O)[nH]2)cc1S(N)(=O)=O	-21	1	-34	6	-1	0	-28	0.3	-6	-8	3
Cc1cccc(NC(=O)CNC(=O)[C@H]2O[C@@H](n3ccc(N)nc3=O)[C@H](O)[C@@H]2O)c1C	8	14	-2	9	nt	nt	-5	nt	-1	-4	nt
SMILES	LRH-1 inv ag	NCOA1 inh	COUP-TFII inh	NCOA2 inhibitor	MC4R antagonist	EBV LMP1 NFkB	NCOA3 inh	MC4R barr agon	NOD2 RIPK2 PPI	ABHD5-PLIN5 inh	TLR9-MyD88 inh
COc1ccc(C(=O)Nc2ccc(Cl)cc2C(=O)N2CCCC(C)C2)cc1 (stereo unspecified)	12	-16	-11	-19	0	3	3	0.4	13	-6	0
Cc1ccc2nc(COc3ccc(N(C)S(=O)(=O)c4ccccc4)cc3)cc(=O)n2c1	-18	5	0	2	-4	0	8	-0.7	3	3	-2
Cc1cccc(N)c1-c1c(C)cccc1N	-17	10	15	11	16	6	10	4.9	-4	2	-6
CCC(C)[C@H](NC(=O)C1(c2ccccc2)CCN(C(=O)OC(C)(C)C)CC1)C(=O)N[C@@H](C(=O)O)c1ccccc1 (stereo partly specified)	-15	-4	2	-42	23	2	6	1.0	-4	-2	-14
O=C(O)c1cccc(Nc2nc(C(F)(F)F)nc3ccccc23)c1	11	16	5	-12	10	-1	12	-2.0	-5	3	7
COc1ccccc1N(C(=O)c1snc(C(N)=O)c1N)C(C(=O)NCc1ccccc1)c1ccc(C)o1 (stereo unspecified)	0	5	-2	-25	2	-3	6	1.2	-2	8	-9
N#CC1=C2SCN(c3ccccc3)CN2C(=O)CC1c1cccs1 (stereo unspecified)	1	-25	-16	-29	5	0	-22	-1.7	1	-18	0
CN(C(=O)c1cccc(NC(=O)Cc2cccc(NC(=O)C3CCN(C(=O)CCc4ccccc4)CC3)c2)c1)C1CC1	-17	-8	-1	0	9	1	2	-1.8	-5	8	4
COc1cc2c(cc1OC)CN(C(=O)c1ccc(S(=O)(=O)N3CCCCC3)cc1)CC2	21	2	7	2	19	-1	3	1.4	1	0	0
N#Cc1cc(S(=O)(=O)c2ccc(F)cc2)c(N)[nH]c1=O	-21	5	7	6	1	0	6	-1.6	-5	-2	-3
